hERG WT inh – inhibitors of human wildtype KCNH2 potassium channel. U2OS, BacMam KCNH2, thallium flux FluxOr; stronger effect = lower value. activity change, % at 1.84 µM. hit rate 0.37% among 340,000;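 active = maximum activity change below -70%; inconclusive = maximum activity change between -70% and -50%; inactive = maximum activity change above -50%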; note: % is set by controls: 0 for no effect and ±100 for the full control effect
Target sequence (Q12809 whole entry, looked up): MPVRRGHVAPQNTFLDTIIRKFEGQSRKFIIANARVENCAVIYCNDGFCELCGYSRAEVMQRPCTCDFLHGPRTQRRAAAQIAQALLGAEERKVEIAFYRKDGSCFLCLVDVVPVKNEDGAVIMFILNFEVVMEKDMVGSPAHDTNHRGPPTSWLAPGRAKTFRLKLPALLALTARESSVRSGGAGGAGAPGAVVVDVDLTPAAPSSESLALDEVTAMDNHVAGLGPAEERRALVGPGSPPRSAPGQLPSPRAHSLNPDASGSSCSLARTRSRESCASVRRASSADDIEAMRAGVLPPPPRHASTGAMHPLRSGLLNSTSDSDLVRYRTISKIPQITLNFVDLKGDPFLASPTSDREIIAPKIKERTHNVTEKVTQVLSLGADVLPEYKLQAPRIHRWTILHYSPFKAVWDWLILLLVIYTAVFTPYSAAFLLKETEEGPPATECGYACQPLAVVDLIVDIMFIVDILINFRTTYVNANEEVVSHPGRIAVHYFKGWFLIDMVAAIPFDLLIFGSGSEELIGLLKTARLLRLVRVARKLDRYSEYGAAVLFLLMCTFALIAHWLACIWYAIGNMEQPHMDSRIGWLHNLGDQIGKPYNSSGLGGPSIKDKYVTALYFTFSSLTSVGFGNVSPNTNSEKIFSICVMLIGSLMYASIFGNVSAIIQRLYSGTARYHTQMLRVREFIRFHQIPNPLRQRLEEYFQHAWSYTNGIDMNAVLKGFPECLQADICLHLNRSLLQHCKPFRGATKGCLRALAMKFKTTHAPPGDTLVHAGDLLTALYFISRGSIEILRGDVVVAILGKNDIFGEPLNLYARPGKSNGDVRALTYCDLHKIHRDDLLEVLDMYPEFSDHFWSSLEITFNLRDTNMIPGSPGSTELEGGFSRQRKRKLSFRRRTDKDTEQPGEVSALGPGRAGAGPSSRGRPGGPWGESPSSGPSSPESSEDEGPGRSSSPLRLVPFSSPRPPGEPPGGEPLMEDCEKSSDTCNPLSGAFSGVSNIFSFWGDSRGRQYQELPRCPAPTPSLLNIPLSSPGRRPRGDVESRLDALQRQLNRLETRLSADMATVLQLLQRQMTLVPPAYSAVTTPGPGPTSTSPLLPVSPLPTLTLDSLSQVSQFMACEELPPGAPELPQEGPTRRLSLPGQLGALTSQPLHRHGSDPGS
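U2OS cells were transduced with wild-type KCNH2 virus (2.03 x 10^8 / mL) for 4 h at room temperature, then cultured overnight at 37 C. Thallium flux was read with FluxOr dye. Rate constants were normalized to DMSO controls.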
KCNH2 3.1 block – inhibitors of human KCNH2 3.1 potassium channel isoform; U2OS KCNH2 3.1, thallium flux FluxOr; stronger effect = lower value; activity change, % (tested at about 1.8 µM); hit rate 0.95% among 340,000; AID 720553;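 active = maximum activity change below -70%; inconclusive = maximum activity change from -70% to -50%; inactive = maximum activity change above -50%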;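 note: thallium influx rate constant from kinetic fluorescence after stimulation buffer; % is set by controls: 0 for no effect and ±100 for the full control effect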
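FluxOr-based Tl+ influx in U2OS cells transduced with KCNH2 3.1 virus; rate constants normalized to DMSO controls.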
TRPV1 ag – human TRPV1 agonism; Q8NER1; TRPV1-expressing cells, Fluo-8 calcium influx, agonist mode; activation, % at 8.33 µM; hit rate 0.19% among 320,000; in the data active = activation above about 80%; inconclusive = between about 30% and that limit; note: 0% is about no effect
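Cells expressing TRPV1 were dye-loaded with Fluo-8 and read kinetically: 10 s baseline, 3 min after compound (agonist portion), then 2 min after EC20 capsaicin (allosteric enhancer portion). Calcium-bound dye fluorescence at 480/520 nm.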
GALK inh – inhibitors of human galactokinase; P51570; Purified GALK, Kinase-Glo residual ATP luminescence; Potency, µM (highest dose often 57.5 µM), without a hit: at the top dose activity change, negative = inhibition, actives largely listed as inhibitors; hit rate 0.007% among 270,000; note: potency is the fitted concentration of half-maximal effect; % is set by controls: 0 for no effect and ±100 for the full control effect
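5 nM enzyme, 35 uM ATP, 100 uM galactose, 20 mM HEPES pH8.0, 5 mM MgCl2; 1 h RT; residual ATP by Kinase-Glo Plus luminescence, qHTS format.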
PKM2 act – increases activity of human pyruvate kinase M2 | hit rate 0.34% among 260,000 | purified PKM2, Kinase-Glo ATP luminescence, activation; response scale: 0% is enzyme alone, no compound | P14618 | AID 1631 | Potency, µM (highest dose often 57.5 µM), without a hit: at the highest dose activation, actives largely listed as activators; note: potency is the fitted concentration of half-maximal effect; % is set by controls: 0 for no effect and ±100 for the full control effect; nearly all actives have a fitted effect of over 55% in size
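Kinase-Glo luminescence reports ATP generated from ADP (0.1 mM) and PEP (0.5 mM) by purified hPK-M2 after 1 h at room temperature, pH 7.2 imidazole buffer; intermediate enzyme activity allows detecting inhibitors and activators.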
B2AR arrestin – agonists driving beta-arrestin recruitment to human beta2-adrenergic receptor | P07550 | beta-arrestin recruitment to beta2AR, cell-based reporter | Potency, µM (doses to about 46.1 µM), inactives show at the top dose activation, actives largely listed as activators | hit rate 0.02% among 330,000;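 note: potency is the fitted concentration of half-maximal effect; 0% = DMSO controls and full agonism = EC100 isoproterenol or metaproterenol; nearly all actives have a fitted effect of over 65% in size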
FBPA coupling cs – inhibits coupling enzyme system, counter-screen for aldolase hits; coupling enzyme system counterscreen, AmpLite Red fluorescence; activity change, negative = inhibition, % at 58.2 µM, hits read low; hit rate 0.67% among 290,000; AID 2472; in the data active = activity change below about -30%; note: % is set by controls: 0 for no effect and ±100 for the full control effect
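Compounds tested against the coupling enzymes alone at 57.5 uM final; readout was AmpLite Red fluorescence (525/598 nm) after 20 min at RT.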
CXXC DNA block – blocks binding of human MLL CXXC domain to DNA. Q03164. MLL-CXXC / FITC-HOXA9 DNA fluorescence polarization. Potency, µM (series often up to 115 µM), for the others: at the top dose activity change, negative = inhibition, hits mostly inhibitors. hit rate 0.037% among 290,000; active = well fitted inhibition curve with a large enough effect in the polarisation, with a control signal flat, not every such curve was filed as active; inconclusive = small, poorly fitted or top-dose-only effect, or effect the other way, or a change in a side signal; inactive = no such curve, though single readings can be large or run the other way; the % refers to the polarisation; note: potency is the fitted concentration of half-maximal effect
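Fluorescence polarization: 7 uM MLL-CXXC (stock) preincubated 5 min with compounds, then 50 nM fluorescein-HOX-A9 DNA (stock) added; 30 min ambient. Buffer 50 mM Tris-HCl pH 7.5, 50 mM NaCl, 1 mM DTT, 0.05% BSA.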
Menin MLL FP TR – menin-MLL binding inhibition, Texas Red mutant peptide; O00255; Menin + Texas Red MLL mutant peptide, fluorescence polarization; Potency, µM (titrated, usually from 61.6 µM), without a hit: top-dose FP activity change, negative = inhibition, actives largely listed as inhibitors; hit rate 0.23% among 270,000; AID 1768; active = well fitted inhibition curve with a large enough effect in the polarisation, with a control signal flat, not every such curve was filed as active; inconclusive = small, poorly fitted or top-dose-only effect, or effect the other way, or a change in a side signal; inactive = no such curve, though single readings can be large or run the other way; the % refers to the polarisation; note: potency is the fitted concentration of half-maximal effect; % of control where 0% means no effect; many of its hits are not listed in these tables
USP2a block – inhibitors of human ubiquitin-specific protease USP2a; O75604; USP2 core, Ub-CHOP2 coupled fluorogenic reporter, 485/531; Potency, µM (series often up to 38.3 µM), for the others: top-dose activity change, negative = inhibition, actives largely listed as inhibitors; hit rate 0.01% among 330,000; AID 463254;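 note: potency is the fitted concentration of half-maximal effect; plate controls were DMSO wells for no effect and full inhibition by NEM control for full effect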
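Cell-free coupled assay: 10nM USP2 core preincubated 30min RT with compound in Tris-HCl pH 8.0/CaCl2/CHAPS buffer, then 25nM Ub-CHOP2 and 25nM reporter substrate; fluorescence (Ex 485/Em 531) read after 60min RT, normalized to NEM inhibition, concentration-response curves fitted.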
Giardia kill – kills Giardia lamblia; Giardia lamblia trophozoite viability; AID 540267; activity change, % at 7.66 µM, hits read low; hit rate 0.15% among 340,000; in the data active = activity change below about -80%; inconclusive = between about -30% and that limit;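 note: parasites exposed to compound for two days anaerobically before the ATP read; % is set by controls: 0 for no effect and ±100 for the full control effect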
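Giardia lamblia trophozoites (100 cells/well) were incubated with compounds for 48 h at 37 deg C under anaerobic conditions. Viability was read as ATP content by one-step luminescence after 15-30 min at room temperature.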
Active calls of the source: *; i = inactive; ? = inconclusive; · = no result given; & = joins results of further samples. Unless noted, calls come from the whole dose curve; as a rule, active = well fitted curve in the direction sought with a large enough effect; inconclusive = small, poorly fitted or top-dose-only effect, or another doubt; inactive = no such curve, though single readings can be large; an effect the other way counts as inactive or inconclusive.

SMILES	hERG WT inh	KCNH2 3.1 block	TRPV1 ag	GALK inh	PKM2 act	B2AR arrestin	FBPA coupling cs	CXXC DNA block	Menin MLL FP TR	USP2a block	Giardia kill
N#Cc1ccccc1S(=O)(=O)c1ccccc1C(=O)Nc1ccccc1	-5	8	0	11%	·	0.1%	6	-6%	-7%	3%	2
Cc1ccccc1Cc1ccc(Cl)nn1	2	-3	-1	6%	0%	0.5%	0	-2%	-1%	-1%	-1
CSCc1cc(N2CCOCC2)nc(SCc2ccc(Cl)c(Cl)c2)n1	-6	6	-1	-2%	2%	0.0%	-1	-6%	9%	-1%	6
COc1ccc(OC)c(NC(=O)NCc2cccnc2)c1	-4	4	-2	-3%	-7%	0.3%	-5	1%	12%	1%	25
CC(=O)Nc1ccc(NC(=O)CSc2nnc3c4ccccc4n(C)c3n2)cc1	5	-7	-1	7%	4%	-0.6%	4	-1%	?	5%	2
Cc1nc(C)c(-c2nnc(-c3ccccc3Cl)o2)cc1C(=O)NN	1	3	-2	4%	10%	-0.3%	7	4%	·	0%	5
Cc1c(-c2ccco2)[n+](=O)c2c(n1[O-])CCC2	8	6	-6	4%	8%	-0.8%	5	3%	0%	-1%	-8
Cc1cc(C(=O)C(C)Sc2cccc[n+]2[O-])c(C)n1-c1ccc(Cl)cc1 (stereo unspecified)	-8	4	7	-7%	-3%	?	-1	12%	?	1%	1
C/C(=N\NC(=O)c1ccc(C)cc1)c1c(C)[nH]n(-c2ccccc2)c1=O	-7	-6	27	0%	3%	0.0%	0	-18%	?	1%	1
COc1ccc(/C=C(\C#N)C(=O)NC(C)c2ccccc2)cc1O (stereo unspecified)	-5	2	4	-2%	5%	0.4%	2	17%	7%	1%	-4
COC(=O)CC1COc2ccccc2N1C(=O)c1cc(OC)c(OC)c(OC)c1 (stereo unspecified)	19	-7	5	-1%	·	-1.1%	1	13%	0%	0%	11
O=C(Cc1c(O)c2ccccc2[nH]c1=O)NCc1ccccc1	1	2	0	-3%	-8%	0.2%	-1	3%	-8%	2%	-1
CC(=O)c1cccc(N(C(=O)Cn2nnc3ccccc32)C(C(=O)NCC2CCCO2)c2ccc(N3CCOCC3)cc2)c1 (stereo unspecified)	-14	1	1	3%	0%	-0.1%	2	13%	-3%	1%	11
Cc1ccsc1/C=N/n1c(-c2ccco2)n[nH]c1=S	2	4	1	-2%	6%	-0.3%	·	2%	?	-2%	4
CCOC(=O)C1(C)NC(c2ccc(OC)cc2OC)C2C(=O)N(CC)C(=O)C21 (stereo unspecified)	-13	2	1	1%	0%	-0.9%	3	-2%	7%	-2%	6
Cc1cc(N2CCN(c3ccccc3)CC2)nc(N2CCOCC2)n1	1	10	?	-3%	0%	-1.4%	4	6%	·	1%	0
CC(C)Cc1ccc(CN2CCCC(NC(=O)c3nn(C)c(=O)c4ccccc34)C2)cc1 (stereo unspecified)	35	-26	?	-5%	3%	-0.7%	0	2%	-29%	-1%	-8
CCOc1ccc(CC(=O)NC2CC(C)(C)N(C)C(C)(C)C2)cc1OCC	5	-6	-5	·	·	-0.4%	·	·	·	1%	12
COc1ccc(Cl)cc1C(=O)NNC(=S)NC1CCCC1	2	17	27	8%	3%	2.7%	2	-5%	8%	0%	3
CC(C)C[C@H](NC(=O)C1CCN(C(=O)[C@H](Cc2ccccc2)NC(=O)OC(C)(C)C)CC1)C(=O)O	5	8	-2	0%	·	0.1%	-1	25%	15%	0%	3
COc1ccc(N2Cc3ccccc3C2=O)cc1	14	4	13	5%	-62%	-0.6%	1	7%	10%	-1%	?
CC(C)COC(=O)C1C2C=CC3(CN(C(C)c4ccc(Br)cc4)C(=O)C13)O2 (stereo unspecified)	-17	-14	14	0%	0%	-0.3%	0	3%	-9%	1%	-17
Cc1ccc(S(=O)(=O)N2CCOC2CNC(=O)C(=O)NCc2cccnc2)cc1 (stereo unspecified)	-2	-12	-2	·	2%	-0.9%	0	1%	-8%	1%	-4
N#Cc1ccc(C(=O)Nc2cccc3cccnc23)c(F)c1	11	2	0	7%	?	0.1%	-1	-2%	-3%	3%	7
O=C(C1CCN(S(=O)(=O)c2cccc3cccnc23)CC1)N1CCCCC1	15	-2	2	2%	·	-0.2%	0	17%	-8%	1%	-12
COc1cc2cnc(-c3ccccc3)c(-c3cccc(C(F)(F)F)c3)c2cc1OC	3	5	24	·	·	0.0%	·	·	·	0%	-7
COc1cccc(-c2cc(C(=O)Nc3cccnc3)no2)c1	0	-26	?	0%	-6%	-0.8%	-1	-7%	·	1%	-9
CN(C)S(=O)(=O)c1ccc(-c2csc(N/N=C/c3ccc(O)cc3)n2)cc1	-28	20	5	-3%	16%	-1.2%	-5	1%	·	-1%	-2
CN(Cc1ccc(Cl)cc1Cl)C(=O)CNC(=O)c1ccc2c(c1)OCO2	1	0	?	·	·	-0.9%	·	·	·	0%	26
O=C(CSc1nccn1-c1ncc(C(F)(F)F)cc1Cl)c1ccc(Br)cc1	0	4	-1	-3%	6%	-0.1%	-1	6%	-8%	-1%	0
O=C(Nc1ncn[nH]1)c1cc([N+](=O)[O-])ccc1Cl	-14	0	-1	-3%	0%	-0.9%	1	-8%	-7%	3%	16
O=C(OCC(=O)N1CCCC1)c1cc(F)c(F)cc1Cl	-1	3	0	-5%	-9%	0.5%	1	6%	0%	-2%	-25
Cn1cc(C(=O)N2CCc3ccccc32)cn1	-2	-4	-4	3%	-9%	-0.1%	0	9%	6%	7%	-3
COc1ccc(-c2nc(NC(=O)C3CC(=O)N(c4ccc5c(c4)OCCO5)C3)sc2C)cc1 (stereo unspecified)	i	0	2	1%	-5%	8.5%	0	-4%	-21%	-7%	0&7
COc1ccc(NC(=O)CSc2nc3ccccc3c(=O)[nH]2)cc1S(N)(=O)=O	-3	-11	-1	·	·	-0.2%	·	·	·	0%	-13
COC(=O)c1cc2ccsc2n1CC(=O)N(C)C1CCCCC1	-23	-9	5	-1%	0%	0.1%	1	-10%	·	4%	-8
CCOc1ccc(NS(=O)(=O)c2c(C)nc3sc(CC)nn3c2=O)cc1	4	-3	0	·	0%	-0.4%	0	-1%	-2%	2%	19
O=C(O)CN1C(=O)S/C(=C\c2cccnc2)C1=O	-6	-1	2	·	-12%	-0.9%	8	-22%	·	0%	-25
CCN1CCN(C(=O)c2ccc3c(=O)n(CCc4ccccc4)c(=O)[nH]c3c2)CC1	1	-5	0	-2%	-3%	-0.2%	2	18%	7%	-1%	7
COc1ccccc1NS(=O)(=O)c1cc([N+](=O)[O-])ccc1N/N=C/c1c(C)[nH]c2ccccc12	-42	-32	5	-2%	-10%	0.2%	-3	-4%	·	-1%	-20
O=C(NCCN1CCN(c2ccccc2)CC1)c1cccn2c(=O)c3cc(Cl)ccc3nc12	-25	?	10	-3%	-17%	0.0%	0	-10%	-1%	0%	4
CN1CCC(N(C)C(=O)c2cc(-c3ccc(F)cc3)nc3ccccc23)CC1	34	-19	·	·	·	-1.8%	·	·	·	-2%	-7
c1ccc(-c2ccc(Oc3cc(N4CCOCC4)nc(-c4ccccc4)n3)cc2)cc1	1	?	0	-3%	0%	-0.8%	0	7%	-16%	4%	-1
CN(C)C(/C=C/Nc1ccc(C#N)cc1)=C(C#N)C#N	4	-1	-1	0%	0%	0.0%	1	-8%	-1%	2%	5
O=C(/C=C/c1cc[n+](CC(=O)c2ccc3cccc4c3c2CC4)cc1)c1ccc2cccc3c2c1CC3	0	-6	-2	-1%	3%	-0.1%	-5	?	·	?	-10
O=C(Cn1c(SCc2ccccc2)nc2ccccc21)N1CCOCC1	-5	-7	1	-3%	0%	-0.5%	0	1%	-12%	0%	2
CN(C)/C=C1\SC(=S)N(c2ccc(Br)cc2)C1=O	-5	-27	9	2%	-7%	-0.8%	3	?	·	3%	4
O=C(c1cc(S(=O)(=O)N2CCOCC2)ccc1Cl)N1CCN(c2ccccn2)CC1	-2	-4	1	11%	?	0.1%	1	1%	-2%	-4%	3
CCOC(=O)C1C(=O)CC(C)(O)C(C(=O)OCC)C1c1cccs1 (stereo unspecified)	-1	2	0	0%	-2%	-0.1%	1	-5%	3%	0%	6
COc1ccc(OC)c(CC(=O)Nc2ccc3c(c2)CCC3)c1	-5	-12	-6	-1%	·	0.4%	-1	1%	-28%	-6%	-3
CC(=O)Nc1ccc(N2C(=O)C3C4C=CC(CC4)C3C2=O)cc1 (stereo unspecified)	0	5	1	0%	·	-0.4%	0	0%	14%	2%	9

Assay outcomes deposited in PubChem by National Center for Advancing Translational Sciences (NCATS).

These rows are one share of the data; rates above refer to the full screens.
